SR-BI DiI-HDL act: SR-BI HDL lipid transfer activation | AID 504775 | 320,000 tested, 0.096% active | CHO ldlA[mSR-BI] cells, DiI-HDL uptake fluorescence, 3 h; 100 = double the neutral-control signal | activation, % at 12.5 µM;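 active means mean replicate activation of at least 60% and every replicate at or above 60%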;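 further: 0% = median plate neutral-control signal and 100% = twice that signal; values of inactives mirror those of a sister screen read the other way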
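System: LDL receptor-deficient CHO ldlA cells overexpressing murine SR-BI | Timing: 3 h uptake period with compound, 37 °C | Medium: HEPES-buffered (25 mM, pH 7.4) F12 plus 0.5% BSA | Dosing: Single-point compound dose | Signal: Bottom-read fluorescence, 550/595 nm | Read-out: Retained DiI signal reflecting DiI-HDL uptake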
MITF TRPM1 HTS: increases MITF-driven TRPM1 promoter luciferase signal; SK-MEL-5 TRPM1-promoter luciferase, 24 h; % of positive control, neutral wells = 0; AID 588334; activation, % at 12.5 µM; 300,000 tested, 0.75% active;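 active means mean activation of at least 80% with every replicate also reaching 80%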;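 further: 0% = neutral control wells and 100% = parthenolide positive control wells; values of inactives mirror those of a sister screen read the other way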
SR-BI HDL uptake: blocks mouse SR-BI lipid uptake from DiI-HDL; ldlA[mSR-BI] CHO cells, DiI-HDL uptake fluorescence, 3 h; inhibition, % at 12.5 µM; AID 488896; 320,000 tested, 0.96% active;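 active means mean replicate inhibition of at least 70% and a set share of replicates each scoring 70 or more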;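 further: 0% = median of neutral control wells and 100% = median of positive control wells; values of inactives mirror those of a sister screen read the other way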
Target sequence (Q61009 whole entry, looked up): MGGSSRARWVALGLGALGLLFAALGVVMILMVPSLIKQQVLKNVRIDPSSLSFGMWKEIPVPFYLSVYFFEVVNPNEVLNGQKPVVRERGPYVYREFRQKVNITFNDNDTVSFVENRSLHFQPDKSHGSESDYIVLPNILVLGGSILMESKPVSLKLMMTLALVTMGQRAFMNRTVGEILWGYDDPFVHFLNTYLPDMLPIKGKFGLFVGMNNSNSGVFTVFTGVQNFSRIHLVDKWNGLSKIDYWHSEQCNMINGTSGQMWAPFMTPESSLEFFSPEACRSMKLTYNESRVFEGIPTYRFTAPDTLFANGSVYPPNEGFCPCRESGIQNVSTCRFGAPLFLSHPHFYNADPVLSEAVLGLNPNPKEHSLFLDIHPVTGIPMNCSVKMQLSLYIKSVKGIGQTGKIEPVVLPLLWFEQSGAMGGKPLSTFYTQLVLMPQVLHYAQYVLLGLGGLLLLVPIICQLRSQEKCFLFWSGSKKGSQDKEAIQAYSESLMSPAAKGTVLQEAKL
CAL PDZ FP-1: inhibitors of human CAL PDZ peptide binding; Q9HD26; purified CAL PDZ, TMR-peptide fluorescence polarization, 1 h; inhibition, % at 24.9 µM; 300,000 tested, 0.92% active; AID 602252;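 active means mean inhibition of at least 30% with at least half of replicates also reaching 30%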;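 further: 0% = DMSO neutral control and 100% = excess unlabeled competitor peptide PRC23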
phage Ecoli inh: E. coli growth loss with phage present. growth absorbance. inhibition, % at 11.9 µM. 360,000 tested, 0.26% active. AID 651602; in the data active means inhibition above about 11%
CAL PDZ FP-2: blocks peptide binding to human CAL PDZ domain; Q9HD26; purified CAL PDZ, TMR-peptide fluorescence polarization, 1 h; inhibition, % at 20 µM; 330,000 tested, 0.02% active; AID 504414;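 active means highest replicate inhibition of at least 40%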;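 further: plate controls were DMSO neutral control wells for no effect and unlabeled competitor peptide control wells for full effect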
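Read-out basis: mP drop reported as inhibition | Assay system: Tagged CAL PDZ protein CerCALP, purified | Benchmarks: Unlabelled peptide for full inhibition, DMSO wells as neutral | Schedule: 1 h incubation at room temperature before polarization reading | Buffer or medium: Sodium phosphate/NaCl buffer pH 7.4 with TCEP, IgG, Thesit | Doses: Single point, 20 µM | Measured by: Fluorescence polarization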
Tat transport: inhibitors of E. coli Tat protein transport | inhibition, % at 10 µM | 340,000 tested, 0.036% active | AID 488895 | E. coli MC4100 TorA-mCherry Tat export, fluorescence;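 active means mean replicate inhibition at least 50% and at least half of replicates individually reaching 50%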;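 further: exported cargo escapes ClpAP degradation while cytoplasmic cargo is degraded and loses fluorescence; 0% = median of neutral control wells and 100% = median of NaSCN control wells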
AddAB inh: less growth of phage-infected E. coli with AddAB; E. coli expressing H. pylori AddAB, absorbance growth; inhibition, % at 11.9 µM; 330,000 tested, 0.29% active; AID 435030; in the data active means inhibition above about 12%;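 further: 0% = vehicle wells of infected cells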
E coli growth: reduces bacterial viability in AddAB counter-screen | 330,000 tested, 0.27% active | E. coli V3065 growth, OD600 absorbance, 18 h | inhibition, % at 11.9 µM;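 active means inhibition above the campaign's mean inhibition across all tested compounds plus 3 SD, cut at about 9.9% in these data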;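 further: uninfected addAB+ strain grown without phage in ampicillin broth; 0% = DMSO wells and 100% = ciprofloxacin 0.95 µg/ml wells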
Wnt act: activators of Wnt/beta-catenin signaling. 300,000 tested, 1.2% active. activation, % at 9.35 µM. Wnt/beta-catenin reporter cell assay, activator, plate reader; in the data active means activation above about 30%, passing the limit was not always enough;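 further: 0% = neutral control wells and 100% = positive control wells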
Active calls of the source: *; . = no result given.

Order of results: SR-BI DiI-HDL act | MITF TRPM1 HTS | SR-BI HDL uptake | CAL PDZ FP-1 | phage Ecoli inh | CAL PDZ FP-2 | Tat transport | AddAB inh | E coli growth | Wnt act
#1 O=C(N1CCOCC1)N1CCCC(c2nc(-c3cccs3)no2)C1 (centres undefined)
    41 | 12 | -41 | -3 | 2.8 | -2.7 | -4 | 0.4 | -1.4 | .
#2 CC1(C)CC(=O)C2=C(C1)Oc1nc3ccccc3cc1C2C(C#N)C#N (centres undefined)
    -10 | -81 | 10 | -1 | 1.2 | -0.4 | -4 | 0.8 | -0.8 | .
#3 Clc1ccc(CSc2nnnn2-c2ccc3c(c2)OCO3)c(Cl)c1
    5 | -4 | -5 | -1 | 1.1 | -1.5 | -5 | 4.5 | 0.9 | .
#4 Cc1ccc(NC(=O)N2C3CCCC2CC(NC(=O)C2CC2)C3)cc1 (centres undefined)
    -5 | 4 | 5 | -1 | 0.8 | -2.5 | 0 | 3.1 | 1.6 | -2
#5 O=C(COC(=O)/C=C/c1ccccc1Cl)NCc1ccccc1
    8 | -3 | -8 | -1 | 0.7 | -1.9 | 10 | 1.3 | -0.1 | .
#6 Fc1ccc(-c2n[nH]c(=S)n2/N=C/c2c[nH]c3ccccc23)cc1
    24 | 9 | -24 | -3 | 0.9 | -0.1 | -1 | 0.6 | 0.7 | 0
#7 COc1ccccc1C(CNC(=O)c1cc(C)nc2ccccc12)N(C)C (centres undefined)
    . | -5 | . | -3 | -0.2 | -0.9 | 1 | 2.2 | -0.9 | 2
#8 Cn1c(CN2CCN(c3cccc(Cl)c3)CC2)nc2ccccc21
    -45 | . | 45 | -3 | 0.7 | -1.5 | 3 | -3.5 | -0.6 | 5
#9 COCc1cc(C)nc(N2CCc3ccccc32)c1C#N
    -31 | 9 | 31 | -4 | -4.3 | 1.6 | -3 | -2.1 | -1.9 | 13
#10 O=C(O)/C=C/C(=O)NC1CCS(=O)(=O)C1 (centres undefined)
    27 | 1 | -27 | -4 | 4.3 | 0.1 | 0 | -1.4 | -0.8 | .
#11 COc1cc(NC(=O)c2ccccc2Cl)ccc1NC(=O)c1ccco1
    -81 | 92* | 81* | -3 | 1.8 | -4.3 | 10 | 2.4 | 0.3 | 17
#12 CCOc1ccccc1NC(=O)CSc1nc2ccccc2nc1N1CCOCC1
    -17 | -14 | 17 | . | 2.5 | -1.6 | 10 | -3.0 | -2.2 | -3
#13 CCn1c(SCC(=O)Nc2cccc(OC)c2)nc2c(c1=O)SCC2
    -15 | -3 | 15 | 2 | 2.5 | -3.3 | -8 | 2.5 | -1.9 | -3
#14 Cc1cc(C)c2c(N=CN(C)C)c(C(=O)N3CCN(c4ncccn4)CC3)sc2n1
    -28 | 8 | 28 | -1 | -0.8 | . | 2 | 0.9 | -1.4 | 3
#15 CC1=C(C(=O)NC(C)c2ccccc2)C2(CCC(C)CC2)OC1=O (centres undefined)
    4 | 7 | -4 | 0 | 2.6 | 0.0 | -1 | 0.9 | -2.2 | -1
#16 Cc1ccc(NC(=S)N2CCc3[nH]c4ccccc4c3C2)cc1
    -24 | . | 24 | . | 1.2 | -1.3 | 0 | 4.8 | 4.6 | 1
#17 O=C(NCC(=O)N1CCN(S(=O)(=O)c2ccccc2)CC1)c1ccc(Br)o1
    23 | 1 | -23 | 5 | 1.2 | -1.5 | -2 | 2.8 | 1.6 | 1
#18 Oc1ccccc1-c1nc(NCc2ccco2)c2ccccc2n1
    -28 | . | 28 | 4 | 2.5 | 0.6 | 6 | 3.2 | 0.5 | .
#19 COc1cc(/C=C/c2ccc3cccc(O)c3n2)c(Br)cc1O
    -50 | -3 | 50 | 16 | 3.5 | 3.6 | -1 | -0.2 | 4.3 | 12
#20 C=CCn1c(SCC(=O)N2CCN(C(=O)c3ccco3)CC2)nc2sc(CC)cc2c1=O
    1 | -12 | -1 | -3 | 0.9 | -3.5 | -2 | 0.8 | -2.5 | .
#21 COc1cc(C(=O)NCC(=O)NCCSc2ccc(Br)cc2)cc(OC)c1OC
    -10 | -2 | 10 | . | 3.0 | -1.3 | 0 | -0.3 | 0.5 | 1
#22 CSc1ccc(S(=O)(=O)NCC(=O)OCC(=O)N(C)CC(=O)Nc2ccc(F)cc2)cc1[N+](=O)[O-]
    -18 | 3 | 18 | -2 | 0.1 | 0.6 | -7 | . | . | 1
#23 Cc1ccc(CNC(=O)c2ccccc2NC(=O)CSc2nnnn2C)cc1
    9 | 11 | -9 | -2 | 2.6 | -0.3 | -2 | 3.2 | 1.2 | .
#24 Cc1cccc(C)c1NC(=O)c1cccc(COc2cc(Cl)ccc2Cl)c1
    . | 20 | . | 0 | 3.3 | -0.6 | -4 | 2.2 | 0.0 | .
#25 O=c1[nH]c(S)c(/C=C2\C=Nc3ccccc32)s1
    . | . | . | . | 1.3 | . | . | 1.7 | 2.2 | 3
#26 N#Cc1ccc(CSc2nnc(NC(=O)C3CCCO3)s2)cc1 (centres undefined)
    8 | . | -8 | 1 | 1.6 | -4.3 | -8 | 3.2 | -0.6 | 1
#27 S=C(NCC1CCCO1)N1CCN(c2cccc(Cl)c2)CC1 (centres undefined)
    -39 | 3 | 39 | -5 | 3.0 | -0.5 | -10 | 2.9 | 3.0 | -2
#28 CCN(CC)C(=O)c1[nH]cnc1C(=O)NC1CCN(C(=O)OC(C)(C)C)CC1
    21 | . | -21 | -1 | -1.6 | 0.6 | -2 | -2.0 | -0.2 | 1
#29 CCOc1ccc(N(C)S(=O)(=O)c2ccc3[nH]cc(C(=O)NCC4CCCO4)c(=O)c3c2)cc1 (centres undefined)
    . | -5 | . | 0 | 1.5 | -5.2 | -11 | 0.2 | -1.1 | -1
#30 CN(CC(O)COc1ccc(S(=O)(=O)N2CCOCC2)cc1)C1CCCCC1 (centres undefined)
    . | 7 | -6 | 0 | 1.3 | -1.0 | 2 | -0.6 | -3.5 | -4
#31 CCCC(=O)Nc1cccc(NC(=O)c2cccc([N+](=O)[O-])c2C)c1
    -20 | -8 | 20 | -2 | 5.5 | -0.2 | -11 | 2.6 | 4.6 | -2
#32 COc1ccc(CN(Cc2ccc(C(=O)O)cc2)C(=S)Nc2ccccc2Cl)cc1OC
    20 | -20 | -20 | . | 5.1 | -1.1 | -10 | -1.0 | -0.7 | 0
#33 Cc1ccc(C(=O)NCc2ccncc2)cc1S(=O)(=O)Nc1cccc(C)c1C
    15 | -17 | -15 | . | -0.9 | -0.8 | -3 | 0.1 | -0.9 | -2
#34 Cc1cccc(C)c1NC(=O)C1c2cccc[n+]2CC(=O)N1Cc1cccs1 (centres undefined)
    -2 | -3 | 2 | -1 | 2.6 | -2.4 | -6 | 2.3 | -0.9 | 2
#35 CCOC(=O)Cc1csc(NC(=O)CSc2nnc(-c3cccnc3)n2Cc2ccco2)n1
    -2 | -12 | 2 | -1 | 3.6 | -1.1 | -3 | 0.2 | -2.6 | 18
#36 Oc1oc(-c2ccccc2)nc1C=NCc1ccncc1
    -1 | . | 1 | 1 | 2.1 | -0.3 | -3 | 2.8 | -3.3 | 0
#37 COc1ccc(N2CCN(CCC3Oc4cc([N+](=O)[O-])ccc4NC3=O)CC2)cc1 (centres undefined)
    . | 3 | . | 1 | -1.2 | -0.9 | 3 | 0.7 | -0.1 | 0
#38 CCN(Cc1ccccc1)S(=O)(=O)c1ccc(OC)cc1
    8 | 4 | -8 | -3 | 0.3 | 0.0 | 5 | 1.8 | -1.0 | 1
#39 Cc1ccc(NC(=O)NC2CCCCCCC2)c(C)c1
    5 | 7 | -5 | -2 | 2.2 | -0.6 | -8 | . | . | 1
#40 COC(=O)c1ccc(NCc2cc(O)ccc2O)cc1
    3 | 3 | -3 | 1 | 0.8 | -2.7 | 2 | . | . | -4
#41 CC(CCc1ccccc1)NC(=O)CNc1cccc([N+](=O)[O-])c1 (centres undefined)
    . | . | . | -5 | 1.4 | -1.4 | -11 | 1.9 | 0.6 | -4
#42 CC(C)C(=O)Nc1ccc(NC(=O)c2cccc3c(Br)cccc23)cc1
    . | 4 | . | -2 | 1.8 | -1.1 | 7 | . | . | -3
#43 c1ccc2c(c1)CNc1ccccc1C2
    26 | . | -26 | -2 | 1.7 | -1.9 | 6 | -0.3 | -0.3 | .
#44 COc1ccccc1/C=C/C(=O)Nc1ccc2c(c1)CCC2
    -72 | 114* | 72* | -3 | 1.9 | -1.3 | 4 | 1.7 | -2.2 | 28
#45 COc1ccc(OC)c(C2=NS(=O)(=O)N(C)C(C(=O)NCc3ccco3)=C2)c1
    -5 | -7 | 5 | -5 | 1.3 | -0.1 | 2 | 3.2 | -0.4 | -2
#46 Cc1c(C#N)c(O)n(CCO)c(=O)c1N=Nc1ccccc1
    22 | . | -22 | . | 3.7 | 0.7 | 1 | -0.1 | -0.6 | 6
#47 Cc1ccc(NC(=O)N2CCC(c3nc4c(nnn4Cc4cccc(Cl)c4)c(=O)[nH]3)CC2)cc1
    -6 | -8 | 6 | -1 | 2.4 | -2.2 | 9 | -2.0 | 2.3 | .
#48 CNC(=O)N(O)C1N(/N=C/c2c(F)cccc2Cl)C(=S)SC1(C)C (centres undefined)
    21 | 11 | -21 | 2 | 2.4 | -1.2 | 5 | 0.4 | -1.7 | -1
#49 N#CC1=C(SCC(=O)NC2CCCCC2)NC(=O)CC1c1ccco1 (centres undefined)
    -24 | 1 | 24 | -1 | 1.1 | -0.9 | 1 | 3.4 | -1.4 | .
#50 CN(C(=O)CSc1nnc(-c2n[nH]c3ccccc23)o1)c1ccccc1
    -6 | 13 | 6 | -3 | 3.9 | -3.5 | 6 | 3.1 | -0.1 | 4

(continued)
Order of results: SR-BI DiI-HDL act | MITF TRPM1 HTS | SR-BI HDL uptake | CAL PDZ FP-1 | phage Ecoli inh | CAL PDZ FP-2 | Tat transport | AddAB inh | E coli growth | Wnt act
#51 CC(C)NS(=O)(=O)c1ccc(NC(=S)NC(=O)c2cccc([N+](=O)[O-])c2)cc1
    -8 | -4 | 8 | 3 | 3.7 | -4.5 | 7 | 0.7 | -0.9 | -3
#52 CN(Cc1ccccc1)S(=O)(=O)c1ccc(OCC(=O)N2CCC(C(N)=O)CC2)cc1
    22 | 2 | -22 | 1 | -1.0 | -0.7 | -2 | -1.9 | 0.2 | -1
#53 CN(C)c1ccc(C2NCC(CCl)O2)cc1 (centres undefined)
    -12 | . | 12 | -6 | -0.3 | -4.4 | 13 | -2.8 | 0.0 | .
#54 COc1cccc2sc3ccc(C#CC4(O)CCCCC4)cc3c(=O)c12
    -8 | 107* | 8 | 4 | 2.0 | -0.5 | 0 | -0.8 | -3.0 | 20
#55 CCOc1ccc2oc(C(=O)N(C)CCc3ccc(OC)c(OC)c3)c(C)c2c1
    -35 | -5 | 35 | 0 | 1.6 | -0.2 | 8 | 0.1 | -0.7 | 0
#56 CCN(CC)S(=O)(=O)c1ccc(Nc2nc3ccccc3n3nnnc23)cc1
    -39 | 77 | 39 | . | 1.1 | -1.2 | -3 | 2.9 | -1.4 | .

Screens from PubChem BioAssay.

Compounds as they come; 3.6% or so of the library scored in one or more.
